POLH inh: qHTS for Inhibitors of Polymerase Eta; recombinant Pol eta, fluorescent DNA replication assay; 390,000 tested, 1.2% active; Potency, µM (doses to about 114 µM), without a hit: at the top dose activity change, negative = inhibition, most hits filed as inhibitors; note: potency is the fitted concentration of half-maximal effect; % is set by controls: 0 for no effect and ±100 for the full control effect
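Pol eta (10 nM) was preincubated with compounds for 15 min at room temperature, after which fluorescent replication substrate (50 nM final) was added to start the reaction. Fluorescence was read kinetically at 0 and 10 min.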
BLM helicase inh: qHTS Assay for Inhibitors of Bloom's syndrome helicase (BLM); RecQ-like DNA helicase BLM (Homo sapiens), P54132; recombinant BLM DNA unwinding, fluorescence dequenching; Potency, µM (doses to about 56.1 µM), for inactives: at the top dose activity change, negative = inhibition, actives largely listed as inhibitors; 350,000 tested, 0.2% active; AID 2528, 2010;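 note: potency is the fitted concentration of half-maximal effect; plate controls were vehicle for no effect and no enzyme for full effect; nearly all actives have a fitted effect of over 35% in size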
Anesthetic bind: qHTS Assay for Identification of Novel General Anesthetics; Ferritin light chain (Equus caballus), P02791; apoferritin/1-aminoanthracene competitive binding, fluorescence; Potency, µM (highest dose often 77.5 µM), inactives show at the top dose activity change, negative = displacement, actives largely listed as inhibitors; 350,000 tested, 0.074% active; AID 485281, 2010; note: potency is the fitted concentration of half-maximal effect; % is set by controls: 0 for no effect and ±100 for the full control effect; nearly all actives have a fitted effect of over 20% in size
Target sequence (P02791 2-175 limits assumed): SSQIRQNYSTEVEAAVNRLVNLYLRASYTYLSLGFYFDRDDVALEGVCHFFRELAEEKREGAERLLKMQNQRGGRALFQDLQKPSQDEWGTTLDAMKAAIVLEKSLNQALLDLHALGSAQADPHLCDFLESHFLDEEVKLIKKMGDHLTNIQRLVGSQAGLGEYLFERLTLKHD
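Concentration-response curves derived by four-parameter Hill fitting of normalized fluorescence, where compounds displaced 1-AMA from 10 uM horse apoferritin following a brief 10 min room-temperature incubation; propofol titration acted as positive control.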
POLK inh: qHTS for Inhibitors of Polymerase Kappa; AID 588579, 2011; purified Pol kappa, fluorescent DNA synthesis assay, 10 min; Potency, µM (titrated, usually from 107 µM), for inactives: at the highest dose activity, negative = inhibition, actives largely listed as inhibitors; 400,000 tested, 0.53% active; DNA polymerase kappa (Homo sapiens), Q9UBT6; note: potency is the fitted concentration of half-maximal effect; % is set by controls: 0 for no effect and ±100 for the full control effect
Target sequence (Q9UBT6 whole entry, looked up): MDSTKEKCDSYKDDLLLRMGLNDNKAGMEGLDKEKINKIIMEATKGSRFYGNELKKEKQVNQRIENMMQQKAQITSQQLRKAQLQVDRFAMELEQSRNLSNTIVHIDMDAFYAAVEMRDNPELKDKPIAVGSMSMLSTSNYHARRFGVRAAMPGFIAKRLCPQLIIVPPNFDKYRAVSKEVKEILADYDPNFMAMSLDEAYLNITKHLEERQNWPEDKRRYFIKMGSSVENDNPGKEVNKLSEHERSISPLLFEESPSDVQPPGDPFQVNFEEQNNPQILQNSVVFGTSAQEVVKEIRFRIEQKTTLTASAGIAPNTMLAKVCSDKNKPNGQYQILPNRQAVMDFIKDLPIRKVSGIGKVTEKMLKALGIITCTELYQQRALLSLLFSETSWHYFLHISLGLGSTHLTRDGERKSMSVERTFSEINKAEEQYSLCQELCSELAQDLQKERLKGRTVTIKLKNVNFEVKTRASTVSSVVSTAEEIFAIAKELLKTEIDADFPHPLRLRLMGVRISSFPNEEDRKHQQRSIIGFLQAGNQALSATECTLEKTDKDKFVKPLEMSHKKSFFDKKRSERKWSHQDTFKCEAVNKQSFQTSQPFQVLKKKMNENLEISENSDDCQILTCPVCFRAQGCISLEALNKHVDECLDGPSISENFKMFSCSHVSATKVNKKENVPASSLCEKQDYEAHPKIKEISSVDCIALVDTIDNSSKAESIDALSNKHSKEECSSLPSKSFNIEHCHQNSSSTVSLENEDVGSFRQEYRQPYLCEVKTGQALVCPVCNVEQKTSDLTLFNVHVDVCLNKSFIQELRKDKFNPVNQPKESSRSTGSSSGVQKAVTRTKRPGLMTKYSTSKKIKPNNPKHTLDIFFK
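10 nM Pol kappa was preincubated with compounds for 15 min at room temperature. Reaction started with 50 nM (final) substrate. Fluorescence read kinetically at 0 and 10 min.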
POLB inh: qHTS Assay for Inhibitors of DNA Polymerase Beta | Pol beta primer extension/strand displacement, fluorescence kinetic | 340,000 tested, 1.3% active | AID 485314, 2010 | Potency, µM (series often up to 114 µM), for inactives: top-dose activity change, negative = inhibition, hits mostly inhibitors; note: potency is the fitted concentration of half-maximal effect; % is set by controls: 0 for no effect and ±100 for the full control effect
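Kinetic readout of DNA synthesis with strand displacement by Pol beta. Compound and 10 nM enzyme sit 15 min at room temperature; 50 nM substrate starts the reaction, read immediately and at 10 min.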
Pol iota inh: qHTS for Inhibitors of Polymerase Iota. DNA polymerase iota (Homo sapiens), Q9UNA4. Pol iota fluorescent replication assay, 10 min. Potency, µM (highest dose often 115 µM), for inactives: top-dose activity, negative = inhibition, usual class: inhibitors. 390,000 tested, 1% active; note: potency is the fitted concentration of half-maximal effect
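Pol iota at 10 nM preincubated 15 min with compounds at room temperature; reaction started with fluorescent substrate, 50 nM final. Fluorescence read kinetically at 0 and 10 min; buffer-only wells as negative control.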
APEX1 inh: qHTS Assay for Inhibitors of the Human Apurinic/apyrimidinic Endonuclease 1 (APE1). 350,000 tested, 0.35% active. Potency, µM (doses to about 65.8 µM), inactives show at the top dose activity change, negative = inhibition, usual class: inhibitors. DNA repair nuclease/redox regulator APEX1 (Homo sapiens), P27695. recombinant APE1, TAMRA/BHQ-2 abasic DNA cleavage fluorescence;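 note: potency is the fitted concentration of half-maximal effect; plate controls were vehicle for no effect and reference inhibitor for full effect; nearly all actives have a fitted effect of over 55% in size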
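Endonuclease cleavage of a quenched abasic-site DNA duplex (50 nM) by APE1 (0.75 nM) was tracked by TAMRA dequenching. Compounds were preincubated with enzyme 15 min at room temperature; data normalized to buffer-only and DMSO wells plus NSC13755 control.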
RXFP1 antag: qHTS Assay for Antagonists of the Relaxin Receptor RXFP1. Relaxin receptor 1 (Homo sapiens), Q9HBX9. HEK293-RXFP1, relaxin-stimulated cAMP HTRF, 30 min; hits give low values. activity change, negative = inhibition, % at 57.5 µM. 350,000 tested, 0.59% active. AID 1259400, 2018;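 active = activity change of -60% or lower, but not beyond a set lower limit; inconclusive = change between -60% and -40%, or beyond the set limit; inactive = change above -40%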; note: % is set by controls: 0 for no effect and ±100 for the full control effect
Tb PGK inh: qHTS Assay to Find Inhibitors of Phosphoglycerate Kinase. Phosphoglycerate kinase, glycosomal (Trypanosoma brucei brucei), P07378. 380,000 tested, 0.043% active. PGK/GAPDH coupled, Kinase-Glo luminescence, 60 min. Potency, µM (top dose mostly 57.5 µM), inactives show top-dose activity change, negative = inhibition, hits mostly inhibitors; note: potency is the fitted concentration of half-maximal effect; % is set by controls: 0 for no effect and ±100 for the full control effect; nearly all actives have a fitted effect of over 60% in size
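Luminescent ATP detection (Kinase-Glo Plus) follows a 60-minute room-temperature incubation, with wells lacking PGK as controls. Buffer: 100 mM TEA (pH 7.6), 5 mM MgCl2, 0.01% Tween-20. Coupling enzyme GAPDH (100 nM final) supplies unstable 1,3-BPG in-well.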
* marks the source's active call; other numbers are inactive results; i = inactive; ? = inconclusive; / = no result given; [ ] = remark or other dose. Unless noted, calls come from the whole dose curve; as a rule, active = well fitted curve in the direction sought with a large enough effect; inconclusive = small, poorly fitted or top-dose-only effect, or another doubt; inactive = no such curve, though single readings can be large; an effect the other way counts as inactive or inconclusive. Not all compounds are listed. The share of hits here may be higher or lower than overall.

1) CCOC(=O)c1c(-c2ccccc2)cn2ccccc12
2) O=C(CCNC(=O)C1CCN(S(=O)(=O)c2ccccc2)CC1)NCc1ccncc1
3) NC(=O)c1c(NC(=O)c2noc3c2CCCC3)sc2c1CCCC2
4) COc1ccc2nc(SCC(=O)NCC(F)(F)F)[nH]c2c1
5) CCOC(=O)N1CCN(c2ncnc3c2oc2nc(C(C)C)c4c(c23)CCC4)CC1
6) COCCCNC(=O)CN1C(=O)/C(=C\c2ccc(C)cc2)Sc2ccccc21

entry no.	1	2	3	4	5	6
POLH inh	-11%	-16%	15%	1%	1%	-13%
BLM helicase inh	-4%	0%	-7%	0%	6%	3%
Anesthetic bind	84%[activator]	0%	9%	-4%	-10%	-5%
POLK inh	-6%	-4%	-8%	-6%	7%	-21%
POLB inh	13%	10%	-4%	-20%	30%	-1%
Pol iota inh	12%	28%	-6%	161%[activator]	28%	1%
APEX1 inh	-6%	22%	/	-2%	0%	13%
RXFP1 antag	-8	-17	-10	-15	-1	-5
Tb PGK inh	i	-1%	2%	-9%	i	-1%

7) Cc1ccc(NC(=O)CSCC(=O)Nc2ncc3c(n2)CC(c2ccco2)CC3=O)cc1 (stereo not drawn)
8) Cc1cccc(-c2cc(C(=O)N/N=C/c3cccnc3)c3ccccc3n2)c1
9) Cc1ccc(S(=O)(=O)N[C@H](C(=O)N2CCC3(O)CCCCC3C2)c2ccccc2)cc1 (stereo partly drawn)
10) CC(=O)n1c2ccccc2c2ccccc21
11) CCC(C)NC(=O)CSc1nc2ccsc2c(=O)n1NC(=O)c1ccccc1 (stereo not drawn)
12) Cc1nc2ccccc2n1S(=O)(=O)c1ccc(S(=O)(=O)N2CCCCCC2)cc1

entry no.	7	8	9	10	11	12
POLH inh	?	-14%	-3%	-10%	-10%	2%
BLM helicase inh	-9%	/	0%	-6%	-3%	-1%
Anesthetic bind	-3%	/	-8%	-13%	-16%	-5%
POLK inh	?	-4%	-9%	-5%	6%	-3%
POLB inh	?	/	7%	39%[activator]	24%	8%
Pol iota inh	28µM*	-24%	-1%	?	1%	1%
APEX1 inh	?	/	1%	-4%	18%	3%
RXFP1 antag	7	2	3	5	-11	2
Tb PGK inh	-2%	-1%	-4%	0%	i	-1%

13) COc1ccc(OC)c(NC(=O)C2=C(C)C(=O)OC23CCN(C(C)C)CC3)c1
14) CCOc1ccccc1N1CCN(CC(=O)Nc2ccnn2C2CCCC2)CC1
15) CCSc1cc(N2CC(C)OC(C)C2)nc(-c2ccccc2Cl)n1 (stereo not drawn)
16) CN/C(=C\[N+](=O)[O-])NCCSCc1csc(CN(C)C)n1
17) Cc1cccc(N=[N+]([O-])c2cccc(C)n2)n1
18) CCOC(=O)c1ccc(NS(=O)(=O)c2c(C)n[nH]c2C)cc1

entry no.	13	14	15	16	17	18
POLH inh	-5%	-10%	-9%	4%	-14%	-2%
BLM helicase inh	-1%	/	0%	-8%[21.4 µM]	/	/
Anesthetic bind	-6%	/	1%	1%[29.3 µM]	/	/
POLK inh	-8%	-7%	-15%	-7%	0%	0%
POLB inh	?	/	-1%	/	/	/
Pol iota inh	-9%	20%	4%	7%	3%	9%
APEX1 inh	/	20%	4%	6%[21 µM]	-5%	22%
RXFP1 antag	/	-16	-34	-3	/	3
Tb PGK inh	-10%	1%	1%	-9%	-15%	2%

Record cards, from the list above:
CCOC(=O)c1ccc(NS(=O)(=O)c2c(C)n[nH]c2C)cc1 reads POLH inh = -2%; BLM helicase inh = /; Anesthetic bind = /; POLK inh = 0%; POLB inh = /; Pol iota inh = 9%; APEX1 inh = 22%; RXFP1 antag = 3; Tb PGK inh = 2%
Cc1cccc(N=[N+]([O-])c2cccc(C)n2)n1 reads POLH inh = -14%; BLM helicase inh = /; Anesthetic bind = /; POLK inh = 0%; POLB inh = /; Pol iota inh = 3%; APEX1 inh = -5%; RXFP1 antag = /; Tb PGK inh = -15%

Other entries.
19) CC(=O)Cc1cc(=O)c2c(C)cc(O)c(C3OC(CO)C(O)C(O)C3O)c2o1 (stereo not drawn)
20) NC(=O)c1ncn([C@@H]2O[C@H](CNS(=O)(=O)c3cc(S(=O)(=O)c4ccccc4)cs3)[C@@H](O)[C@H]2O)n1
21) Cn1cc(SCC(=O)NCc2ccc(F)cc2)c2ccccc21
22) COCCNC(=O)CSc1nc(-c2ccc(F)cc2)[nH]c1-c1ccc(Cl)cc1
23) CCc1ccc2nc3c(c(C(=O)O)c2c1)CCC3
24) Cc1nc(SCc2ccc(Cl)cc2)c(C#N)c(C)c1Cl

entry no.	19	20	21	22	23	24
POLH inh	-3%	-4%	-18%	-5%	?	-4%
BLM helicase inh	-6%	/	-1%	-1%	3%	-1%
Anesthetic bind	3%	/	-15%	-6%	-20%	-7%
POLK inh	-9%	17%	-1%	1%	-8%	-12%
POLB inh	20%	/	-15%	12%	?	7%
Pol iota inh	21%	33%[activator]	98%[activator]	?	-11%	-11%
APEX1 inh	?	/	-2%	/	4%	/
RXFP1 antag	3	/	-6	-36	1	/
Tb PGK inh	1%	i	-3%	-4%	-1%	-1%

25) N#C/C(=C\c1ccc([N+](=O)[O-])cc1)c1nc(C2CC2)cs1
26) CCOc1ccccc1C(=O)OCC(=O)Nc1cccc(S(=O)(=O)NC2=NCCCCC2)c1
27) Cn1ncc(Cl)c1C(=O)N1CCN(S(=O)(=O)c2cccs2)CC1
28) C/C(=N\NC(=O)c1ccc(N2CCCC2=O)cc1)c1ccncc1
29) CCOCCCN1C(=O)CN(C2CCCCCC2)C(=O)C1c1ccc(OCC)c(OC)c1 (stereo not drawn)
30) O=S(=O)(c1ccc(-n2cnnn2)cc1)N1CCN(c2cccc(Cl)c2)CC1

entry no.	25	26	27	28	29	30
POLH inh	-11%	-13%	-9%	-9%	-16%	-21%
BLM helicase inh	-10%	/	1%	-3%	4%	4%
Anesthetic bind	-9%	/	-4%	-12%	0%	1%
POLK inh	-2%	-19%	0%	-5%	-6%[60.1 µM]	-5%
POLB inh	-1%	/	15%	-3%	14%	3%
Pol iota inh	-4%	5%	10%	-18%	5%	16%
APEX1 inh	-5%	/	8%	-1%	/	/
RXFP1 antag	0	5	-4	-5	-8	13
Tb PGK inh	0%	0%	i	-5%	-5%	7%

31) CCC(C(=O)NC1CCCC1)N(Cc1cccs1)C(=O)Cn1nnc(-c2ccc(OC)c(OC)c2)n1 (stereo not drawn)
32) CC(C)N(C(=O)COC(=O)[C@@H]1CC(O)CN1S(=O)(=O)c1ccc(C(C)(C)C)cc1)C(C)C (stereo partly drawn)
33) CCC1=Nc2cc(C(=O)NCCN3CCOCC3)ccc2Sc2ccc(C)cc21
34) O=C(c1ccc([N+](=O)[O-])cc1)N1CCSC1c1ccccc1Cl (stereo not drawn)
35) Nc1cc(OCC(F)(F)F)cc(OCC(F)(F)F)c1
36) Cc1cccc(N2C(=O)c3ccc(C(=O)Nc4c[nH]c(=O)[nH]c4=O)cc3C2=O)c1

entry no.	31	32	33	34	35	36
POLH inh	-12%	-7%	-9%	-3%	-3%	-18%
BLM helicase inh	-4%	-1%	0%	0%	-9%	-5%
Anesthetic bind	-1%	-11%	-13%	-3%	-19%	1%
POLK inh	-8%	4%	8%	-6%	-16%	-4%
POLB inh	2%	-3%	12%	-16%	-11%	3%
Pol iota inh	8%	14%	20%	57%[activator]	128%[activator]	3%
APEX1 inh	0%	1%	91%[activator]	-7%	2%	-8%
RXFP1 antag	-9	-11	-4	0	-16	5
Tb PGK inh	-3%	-2%	i	10%	-8%	-6%

37) Cc1ccc(S(=O)(=O)/N=C(\c2ccc(F)cc2)n2c(C)nc3ccccc32)cc1
38) O=C(CSc1nc2ccccc2[nH]1)Nc1ccc2c(c1)CCC2
39) CC(=O)OC[C@H]1O[C@H](CCO/N=C(\C)CCN2CCCc3nc(C)c(C)cc32)C=C[C@@H]1OC(C)=O
40) CCCCC[n+]1ccn(-c2nc3ccccc3nc2[N-]S(=O)(=O)c2ccc(C)cc2)c1
41) CC(Oc1cccc(Cl)c1)C(=O)Nc1ccc([N+](=O)[O-])cn1 (stereo not drawn)
42) COC(=O)c1ccc(CSc2ncnc3c2sc2nc(N4CCOCC4)c4c(c23)CCCC4)o1

entry no.	37	38	39	40	41	42
POLH inh	-1%	-18%	/	0%	-5%	?
BLM helicase inh	-6%	-5%	-3%	-6%	-4%	/
Anesthetic bind	-6%	-23%	1%	-9%	-4%	/
POLK inh	0%	-3%	/	-4%	-7%	-24%
POLB inh	2%	10%	-7%	4%	18%	/
Pol iota inh	-17%	4%	/	22%	1%	?
APEX1 inh	7%	-4%	?	0%	-4%	/
RXFP1 antag	-1	-10	/	-7	6	-2
Tb PGK inh	4%	8%	/	13%	i	-9%

43) CC1(C)CC(=O)C=C(c2cccc(Br)c2)C1
44) COc1ccc(C(=O)CSc2cc(C)nc3nc(C)nn23)cc1OC
45) Cc1ccc(C(=O)CCC(=O)OCC(=O)N2c3ccccc3NC(=O)C2(C)C)cc1
46) COc1ccc(C(=O)Nc2ccc3nc4c(c(Nc5ccc(OC)c(OC)c5)c3c2)CCCC4)c(OC)c1
47) O=C(NCCCc1ccccc1)C(=O)c1c[nH]c2ccccc12

entry no.	43	44	45	46	47
POLH inh	-16%	4%	?	1%	-8%
BLM helicase inh	/	-5%	/	-8%	-9%
Anesthetic bind	/	4%	/	-5%	-20%
POLK inh	-2%	-6%	-14%	-16%	-20%
POLB inh	/	?	/	2%	?
Pol iota inh	50%[activator]	-19%	?	?	6%
APEX1 inh	-8%	-2%	-10%	/	55%[activator]
RXFP1 antag	/	2	-15	/	-10
Tb PGK inh	-7%	i	5%	-5%	-2%

High-throughput results from PubChem BioAssay.
